MsrA inh: bovine MsrA inhibition | purified bovine MsrA, absorbance read-out | inhibition, % at 15.5 µM | hit rate 0.75% among 360,000; in the data active = inhibition above about 4.5%;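 note: 0% = vehicle wells with enzyme and 100% = reference inhibitor wells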
eLon inh: E. coli protease La inhibition; hit rate 0.42% among 360,000; purified E. coli Lon protease, fluorescence polarization; P0A9M0; AID 602123; inhibition, % at 7.94 µM; in the data active = inhibition above about 13%, passing the limit was not always enough;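 note: 0% = enzyme with probe and DMSO and 100% = no enzyme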
TbMetRS inhib: Trypanosoma brucei MetRS inhibition; hit rate 0.4% among 360,000; purified T. brucei MetRS, ATP depletion, Kinase-Glo luminescence; inhibition, % at 11.9 µM;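 active = inhibition above a per-plate cutoff of the control wells' mean inhibition plus 3 SD, cut at about 5.5% in these data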;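 note: 0% = DMSO wells median and 100% = median of wells with control inhibitor compound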
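Material: parasite MetRS enzyme / Replication: singlicate, one well per compound / Signal: luminescence of leftover ATP / Schedule: 2 h aminoacylation at 25 °C after 15 min preincubation / Medium: HEPES-MgCl2-KCl buffer plus DTT, spermine, BSA, pyrophosphatase / Doses: 11.9 µM single point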
Rin1 Abl inh: human Rin1-Abl interaction inhibition; TR-FRET Rin1/Abl binding, biochemical; inhibition, % at 7.35 µM; hit rate 0.4% among 360,000; AID 588664; in the data active = inhibition above about 5%, passing the limit was not always enough
FAS TE block: inhibitors of human fatty acid synthase thioesterase domain | inhibition, % at 15 µM | P49327 | hit rate 0.67% among 360,000 | recombinant FAS-TE, OMFH fluorogenic substrate, fluorescence endpoint;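 active = compounds whose normalised, plate-corrected inhibition of enzyme fluorescence in the single-dose primary screen is 50% or more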;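 note: 0% = DMSO with enzyme and 100% = substrate without enzyme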
CSN deneddyl inh: blocks human CSN-mediated cullin deneddylation; Q92905; Purified CSN, SCF-Nedd8-OG deneddylation, fluorescence polarization; inhibition, % at 12.5 µM; hit rate 0.38% among 360,000;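 active = pattern-corrected inhibition above about 35%, with an unprinted fluorescence ratio check between 0.5 and 1.5, limit read from the data, passing the limit was not always enough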;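 note: 0% = enzyme with substrate and 100% = substrate without enzyme; some results filed as inactive read as strong as hits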
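test system = HEK293T-derived human Csn5 enzyme | amount = 0.24 nM Csn5 enzyme, final concentration | medium = Tris/NaCl/DTT buffer, pH 7.5 | schedule = 90 min reaction at room temperature | signal = FP | evaluation = inhibition of Csn5 cleavage, % | compound dosing = single dose of 12.5 µM compound with 0.25% DMSO | probe or stimulus = 10 nM SCFSkp2-Nedd8OG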
MLLE-PAM2 inh: inhibitors of microRNA-mediated deadenylation, human PABP1 MLLE binding. hit rate 0.36% among 360,000. inhibition, % at 20 µM. GST-MLLE / FITC-PAM2 fluorescence polarization; in the data active = inhibition above about 35%, passing the limit was not always enough;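 note: plate controls were DMSO wells with GST-MLLE for no effect and wells lacking GST-MLLE protein for full effect; some results filed as inactive read as strong as hits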
bovine MsrA act: activates bovine MsrA enzyme; hit rate 0.3% among 360,000; purified bovine MsrA, absorbance read-out; activation, % at 10.6 µM; in the data active = activation above about 7.5%;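 note: 0% = vehicle and 100% = reference activator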
Neddyl block: cullin neddylation inhibition | P61081+Q13564 | TR-FRET cullin neddylation, biochemical | calls only at 25 µM | hit rate 0.58% among 360,000; in the data active = inhibition above about 36%
Starred values were filed as active, the others as inactive; i = inactive; x = not tested or not shown.

molecule	MsrA inh	eLon inh	TbMetRS inhib	Rin1 Abl inh	FAS TE block	CSN deneddyl inh	MLLE-PAM2 inh	bovine MsrA act	Neddyl block
O=C1c2cccc3cccc(c23)C(=O)N1c1cccnc1	2.0	-8	-0.2	-5	-1	-2	-17	-3	i
COc1ccc(OC)c(NC(=S)NC(=O)c2ccc(Br)o2)c1	-0.5	4	-0.3	2	-4	-6	26	-3	i
O=C(Cc1ccccc1)Nc1nnc(SCC(=O)NC2CCCC2)s1	-0.4	3	-0.1	2	-2	-2	4	-1	i
Cc1cc(C)cc(N(CCC#N)C(=O)COC(=O)C2CCN(c3ccc(C(F)(F)F)cn3)CC2)c1	-0.5	-14	0.2	0	31	1	-5	-10	i
Cc1c(NC2=NC3(CCCCC3)Cc3ccccc32)c(=O)n(-c2ccccc2)n1C	0.3	2	-0.7	0	-6	1	-6	-5	i
C=CCn1c(=O)[nH]c2cc(C(=O)N3CC=C(c4ccccc4)CC3)ccc2c1=O	0.1	12	0.3	-1	28	1	-4	-1	i
O=C(NCCCc1ccncc1)C1CCC(=O)N(Cc2ccc(Cl)cc2)C1 (configuration not stated)	-0.1	-7	-0.3	1	-4	6	13	-3	i
Cc1nn(CC2CC2)c(=O)n1N(C)c1ncc(C(F)(F)F)cc1Cl	0.3	-10	-0.4	-1	3	2	-5	-1	i
CCCC(=O)N1CC(=O)Nc2ccc(C)cc2C1c1ccccc1 (configuration not stated)	2.1	9	0.6	0	-4	1	3	-1	i
CCC(=O)NC(Nc1c(C)n(C)n(-c2ccccc2)c1=O)C(Cl)(Cl)Cl (configuration not stated)	-1.0	0	-0.5	1	-14	-5	3	-3	i

(more compounds)
molecule	MsrA inh	eLon inh	TbMetRS inhib	Rin1 Abl inh	FAS TE block	CSN deneddyl inh	MLLE-PAM2 inh	bovine MsrA act	Neddyl block
O=C(Nc1nnc(C(F)(F)F)s1)c1ccc(Br)s1	2.3	7	-0.7	3	-3	-4	-20	-11	i
Nc1nc(NCCN2CCOCC2)nc(NCc2ccccc2)c1[N+](=O)[O-]	2.2	-6	3.1	-2	0	-2	-1	-6	i
Cc1ccc(C)c(N2CCN(C(=O)Cn3ncn4cccc4c3=O)CC2)c1	0.2	-2	-0.8	2	-3	-4	0	-7	i
C/C=C/C(=O)N1CC2(CC(c3cccc(NC(=O)COc4ccc(Cl)cc4)c3)=NO2)C[C@@H]1C(N)=O (some centres not stated)	0.3	-4	-0.1	0	-3	2	-23	-3	i
COc1nc(N)nc2c1ncn2C1OC(CO)CC1O (configuration not stated)	0.1	-4	-0.1	1	-8	2	8	-1	i
O=C(COC(=O)c1ccc(Br)o1)NCc1ccc2c(c1)OCO2	1.3	0	-0.3	1	-5	1	5	-5	i
Cc1nc(SCc2ccccc2C)n[nH]1	0.3	2	0.0	-4	-5	0	2	4	i
CC(C)C[C@@H](C(=O)N[C@@H](C(=O)O)c1ccccc1)N1C(=O)N2CCc3c([nH]c4ccccc34)[C@@]2(C)C1=O	0.0	0	-0.1	1	0	2	-2	-3	i
Cc1ccc(N2C(=O)[C@@H]3[C@H](C2=O)C2c4ccccc4C=CN2[C@@H]3C(=O)c2ccco2)c(C)c1 (some centres not stated)	0.8	3	1.8	5	6	4	25	-4	i
N/C(=N\OC(=O)c1ccccc1Br)c1cccc([N+](=O)[O-])c1	0.0	-12	-0.7	0	15	3	-2	-3	i

The results go on.
molecule	MsrA inh	eLon inh	TbMetRS inhib	Rin1 Abl inh	FAS TE block	CSN deneddyl inh	MLLE-PAM2 inh	bovine MsrA act	Neddyl block
COc1ccc(Cl)cc1NC(=O)c1c(-c2ccccc2)noc1C	0.5	5	0.0	-1	7	4	9	-2	i
Cc1cccc(CSCc2ccc(C(=O)O)o2)c1	-1.7	-4	-0.2	3	-3	4	8	-2	i
CCCOc1ccc(C(=O)NCCCn2ccnc2)cc1	0.1	-2	-0.3	-2	-9	0	5	5	i
CCC(C)NCCCCOc1ccc(C)cc1[N+](=O)[O-] (configuration not stated)	0.0	0	-0.5	1	-7	2	-5	-1	i
COc1ccc(N2CCN(C(CNC(=O)C(=O)NCc3ccncc3)c3ccco3)CC2)cc1 (configuration not stated)	0.7	0	-0.6	-1	-3	-1	-1	-6	i
CC(=O)c1cccc(NC(=O)COC(=O)c2ccccn2)c1	-1.9	-5	0.3	-2	-6	-2	-4	-1	i
COC(=O)C1=NN(c2cccc(C)c2)C2C(=O)N(c3ccccc3OC)C(=O)C12 (configuration not stated)	1.6	-1	-0.2	0	1	-11	3	-5	x
CC(C)Cn1c(-c2ccc(C#N)cc2)nc2c1c(=O)[nH]c(=O)n2CC(C)C	0.3	10	-0.5	1	1	2	-1	-1	x
COc1cc2c(cc1OC)CN(c1nc(CN3CCOCC3)nc3sc4c(c13)CCCC4)CC2	-0.7	0	-0.2	-3	1	-1	-5	1	i
C=CCN(CC=C)C(=S)NC(=O)Cc1cccc2ccccc12	-0.3	-3	-1.8	10*	2	-4	24	-13	i

Next part:
molecule	MsrA inh	eLon inh	TbMetRS inhib	Rin1 Abl inh	FAS TE block	CSN deneddyl inh	MLLE-PAM2 inh	bovine MsrA act	Neddyl block
CCOc1ccc(N=C2NC(=O)S/C2=C\c2ccc(O)cc2)cc1	1.2	-28	0.1	-2	-2	10	-41	0	i
Cc1c(Cl)cccc1NC(=O)CSc1nc(=O)n(CCCN2CCOCC2)c2c1CCCC2	-0.1	-12	0.3	-1	-2	3	3	-4	i
COc1cc(NC(=O)CCc2nnc3ccc(N4CCOCC4)nn23)cc(OC)c1OC	1.8	-7	-0.3	2	-1	-1	3	-4	i
CC1=C(C(=O)N(C(C)C)C(C)C)CC(CC(=O)NC2CCCC2)C(=O)N1Cc1ccccc1 (configuration not stated)	-0.3	-8	0.9	0	-5	-4	9	1	i
CCOC(=O)c1cnc2nc(COc3ccccc3)[nH]n2c1=O	-1.2	-3	-0.1	0	-6	-1	4	12*	i
N=C1/C(=C\c2ccc(OC(=O)c3ccco3)cc2)C(=O)N=C2SC(N3CCCCC3)=NN12	0.4	-12	-1.2	-2	-4	9	-26	-6	i
O=C(c1ccccc1)c1sc(Nc2ccc3c(c2)OCO3)nc1-c1ccccc1	1.7	-17	1.1	4	21	-3	-16	-1	i
CCCCN1CC(C(=O)NC2CCCCC2)CC1=O (configuration not stated)	1.0	13	-0.9	-1	-8	-2	6	-4	i
Cc1ccc(C(=O)NCc2ccncc2)cc1S(=O)(=O)N1CCOCC1	-1.5	-15	-0.6	1	-10	-2	-3	-3	i
CC1C2CC(C/C2=N/NC(=O)c2cccs2)C1(C)C (configuration not stated)	1.1	4	-0.3	0	1	2	-2	-1	i

Next structures.
molecule	MsrA inh	eLon inh	TbMetRS inhib	Rin1 Abl inh	FAS TE block	CSN deneddyl inh	MLLE-PAM2 inh	bovine MsrA act	Neddyl block
NS(=O)(=O)c1ccc(CCNC(=O)Cc2ccc(S(=O)(=O)N3CCCC3)s2)cc1	3.6	-9	-0.8	0	-4	7	-9	-11	i
CN(C)CCn1c(=S)[nH]c2ccc(Cl)cc2c1=O	0.1	-12	0.6	2	-2	-3	24	0	i
Cc1ccc(-n2nnc3c(SCC(=O)NCc4ccco4)ncnc32)cc1	-0.3	-5	-0.1	0	-14	1	33	0	i
COc1cccc(S(=O)(=O)NC2CCN(C#N)C2)c1 (configuration not stated)	2.1	3	-0.2	0	-10	-1	-2	-3	i
ONC(=Nc1cccc(C(F)(F)F)c1)c1cccnc1	1.5	2	1.0	-1	-2	7	-1	-4	i
O=C(N/N=C/c1ccc([N+](=O)[O-])cc1)c1c[nH]c2ccccc12	3.2	0	3.9	-4	21	17	3	-5	i
O=C1C2C3C=CC(C3=C(c3ccccc3)c3ccccc3)C2C(=O)N1CCO (configuration not stated)	0.8	3	-1.3	1	1	0	2	-14	i
Cc1ccc(S(=O)(=O)N2CCCCC2)cc1C(=O)N(CCc1ccccc1)Cc1ccccc1	-0.9	3	-0.4	2	27	-5	8	0	i
Oc1cc(O)c2c(c1)O[C@H](c1ccc(O)c(O)c1)[C@H](O)C2	-0.3	1	-0.3	4	-8	2	-6	-10	i
COc1ccc(/C=N/NC(=O)c2nnn(-c3nonc3N)c2CN(C)C2CCCCC2)cc1	-0.2	-11	0.1	-3	12	-5	-5	1	i

Three neighbouring entries already listed, for reference:
molecule	MsrA inh	eLon inh	TbMetRS inhib	Rin1 Abl inh	FAS TE block	CSN deneddyl inh	MLLE-PAM2 inh	bovine MsrA act	Neddyl block
O=C1c2cccc3cccc(c23)C(=O)N1c1cccnc1	2.0	-8	-0.2	-5	-1	-2	-17	-3	i
COc1ccc(OC)c(NC(=S)NC(=O)c2ccc(Br)o2)c1	-0.5	4	-0.3	2	-4	-6	26	-3	i
O=C(Cc1ccccc1)Nc1nnc(SCC(=O)NC2CCCC2)s1	-0.4	3	-0.1	2	-2	-2	4	-1	i

The results go on.
molecule	MsrA inh	eLon inh	TbMetRS inhib	Rin1 Abl inh	FAS TE block	CSN deneddyl inh	MLLE-PAM2 inh	bovine MsrA act	Neddyl block
CCOc1ccc(S(=O)(=O)NCCC(=O)NCc2ccc(OC)c(OC)c2)cc1	-0.3	3	0.1	2	-7	-2	-4	-3	i
CC(C(=O)Nc1ccc(S(=O)(=O)Nc2ncccn2)cc1)N1C(=O)c2ccccc2S1(=O)=O (configuration not stated)	-1.2	-9	-0.2	-1	-9	2	9	-2	i
COc1ccc([N+](=O)[O-])cc1NS(=O)(=O)c1cccc(C(=O)O)c1	1.3	-2	-0.9	-1	-1	-3	9	-3	i
CC(C(=O)NC1C(=O)N2C(C(=O)O)=C(CSc3nnnn3C)CSC12)n1cc(Br)cn1 (configuration not stated)	0.7	-1	-0.5	-3	-5	-7	29	-3	i
Cc1cc(C(=O)Oc2cccnc2)ccc1[N+](=O)[O-]	-0.1	-6	-0.1	-4	8	3	7	-4	i
O=C(CSc1nnc2nnc3ccccc3n12)N1CCOCC1	2.6	30	0.0	-9	-5	-6	6	0	i
Cc1ccc(NC(=O)CNc2ccc(N3CCOCC3)cc2)cc1S(=O)(=O)N(C)C	-0.7	-6	-1.0	-2	-6	0	-8	-5	i
O=C(COC(=O)Cn1cc(C(F)(F)F)ccc1=O)NCc1ccccc1	0.8	-1	-0.5	0	-10	0	-2	-3	i
CCOC(=O)c1cc(C)n(Cc2cccc(OC)c2OC)c1C	-1.2	-2	-0.7	0	8	5	4	-1	i
O=S1(=O)C[C@@H](O)[C@@H](Nc2ccccc2)C1	-1.5	-4	-0.6	-3	-7	-3	-8	-2	i
